Screens: PubChem, National Center for Advancing Translational Sciences (NCATS)
p53 reactivator – restores transcriptional activity of mutant p53. Potency, µM (doses to about 92.2 µM), for the others: at the top dose activity change, positive = activation, usual class: activators. AID 504706. 320,000 compounds, 0.063% hits. H1299 p53-A138V BP100-luciferase reporter, luminescence, 24 h; also: potency is read from the fitted curve at half-maximal effect; % of control where 0% means no effect; nearly all actives have a fitted effect of over 45% in size
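p53-null H1299 cells stably carrying temperature-sensitive p53-A138V and a BP100-luciferase reporter were pinned with compounds (4-point, 1:5 series) and held 24 hrs at 37 deg C. Luminescence was read 10 min after detection reagent.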
BRCA1 expr act – BRCA1 expression activation. MCF7-BRCA1-FFLuc reporter, luminescence, 48 h; response scale: scaled: vehicle 0%, 10 µM genistein 100%. Potency, µM (series often up to 46.1 µM), inactives show at the top dose activation, most hits filed as activators. 380,000 compounds, 1.1% hits. AID 624202; also: potency is read from the fitted curve at half-maximal effect; nearly all actives have a fitted effect of over 80% in size; some results filed as inactive show a strong effect at the top dose
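Reporter cells (MCF7, BRCA1 promoter-firefly luciferase) received library compounds across a concentration series for 48 h. End-point luminescence was measured and concentration-effect curves derived after normalization.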
ELG1 genotoxic – inducers of genotoxicity in HEK293T ELG1-luciferase cells. AID 504466. HEK293T ELG1-luciferase reporter, luminescence, 16 h. 330,000 compounds, 1.3% hits. Potency, µM (titrated, usually from 46 µM), for inactives: at the top dose activity change, positive = activation, usual class: activators; also: potency is read from the fitted curve at half-maximal effect; % of control where 0% means no effect; nearly all actives have a fitted effect of over 60% in size
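16 hr compound incubation (37 °C, 5% CO2) of HEK293T cells carrying luciferase-tagged ELG1; luciferase then measured by ONE-Glo luminescence after 30 min at RT.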
NPC1 prom act – activates the NPC1 promoter | Huh7 NPC1 promoter luciferase reporter, 24 h | Potency, µM (top dose mostly 9.22 µM), inactives show top-dose activation, actives largely listed as activators | 320,000 compounds, 2.4% hits | AID 485313;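 also: potency is read from the fitted curve at half-maximal effect; % of control where 0% means no effect; nearly all actives have a fitted effect of over 60% in size; reporter is driven by a mutant NPC1 promoter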
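Huh7 cells stably carrying NPC1 promoter–luciferase, plated in Opti-MEM with 10% FBS for 2 h, were exposed to compound in DMSO for 24 h at 37 °C; luciferase reagent was added for 10 min and luminescence read.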
Rab9 prom act – activates the Rab9 promoter. Potency, µM (series often up to 9.22 µM), without a hit: at the highest dose activation, negative = inhibition, hits mostly activators. Huh7 Rab9 promoter-luciferase reporter, luminescence, 24 h. 320,000 compounds, 2.8% hits; also: potency is read from the fitted curve at half-maximal effect; % of control where 0% means no effect; nearly all actives have a fitted effect of over 60% in size
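Cell-based reporter: Huh7 stable for Rab9 promoter-driven luciferase, plated in reduced-serum medium with 10% FBS at 1500 cells/well, compound-treated 24 h at 37 °C, luminescence read after 10 min reagent.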
RORgamma inh – ROR gamma (mouse) transcription inhibition. Drosophila S2 Gal4-RORgamma UAS-luciferase reporter, 20 h. P51450. Potency, µM (top dose mostly 53.6 µM), without a hit: top-dose activity change, negative = inhibition, usual class: inhibitors. 310,000 compounds, 5.4% hits; also: potency is read from the fitted curve at half-maximal effect; % is scaled to controls: 0 for no effect and ±100 for the full control effect; nearly all actives have a fitted effect of over 60% in size
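Luminescence from a UAS-regulated Photinus luciferase reporter in stably transfected Drosophila Schneider cells is measured; decreased signal marks ROR gamma inhibition. Fusion expression is induced by 700 uM copper sulfate for 20 hr.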
VP16 counter – counter-screen for ROR gamma inhibitors: Gal4-VP16 reporter; Potency, µM (highest dose often 53.6 µM), for the others: top-dose activity, negative = inhibition, actives largely listed as inhibitors; AID 2546; 310,000 compounds, 3.5% hits; Drosophila S2 Gal4-VP16 UAS-luciferase, luminescence, 20 h;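 also: Gal4-VP16 expression switched on by copper sulfate through the metallothionein promoter; potency is read from the fitted curve at half-maximal effect; % is scaled to controls: 0 for no effect and ±100 for the full control effect; nearly all actives have a fitted effect of over 50% in size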
TRPV1 ag – human TRPV1 agonism; Q8NER1; TRPV1-expressing cells, Fluo-8 calcium influx, agonist mode; activation, % at 8.33 µM; 320,000 compounds, 0.19% hits; in the data active = activation above about 80%; inconclusive = between about 30% and that limit; also: 0% is about no effect
Target sequence (Q8NER1 whole entry, looked up): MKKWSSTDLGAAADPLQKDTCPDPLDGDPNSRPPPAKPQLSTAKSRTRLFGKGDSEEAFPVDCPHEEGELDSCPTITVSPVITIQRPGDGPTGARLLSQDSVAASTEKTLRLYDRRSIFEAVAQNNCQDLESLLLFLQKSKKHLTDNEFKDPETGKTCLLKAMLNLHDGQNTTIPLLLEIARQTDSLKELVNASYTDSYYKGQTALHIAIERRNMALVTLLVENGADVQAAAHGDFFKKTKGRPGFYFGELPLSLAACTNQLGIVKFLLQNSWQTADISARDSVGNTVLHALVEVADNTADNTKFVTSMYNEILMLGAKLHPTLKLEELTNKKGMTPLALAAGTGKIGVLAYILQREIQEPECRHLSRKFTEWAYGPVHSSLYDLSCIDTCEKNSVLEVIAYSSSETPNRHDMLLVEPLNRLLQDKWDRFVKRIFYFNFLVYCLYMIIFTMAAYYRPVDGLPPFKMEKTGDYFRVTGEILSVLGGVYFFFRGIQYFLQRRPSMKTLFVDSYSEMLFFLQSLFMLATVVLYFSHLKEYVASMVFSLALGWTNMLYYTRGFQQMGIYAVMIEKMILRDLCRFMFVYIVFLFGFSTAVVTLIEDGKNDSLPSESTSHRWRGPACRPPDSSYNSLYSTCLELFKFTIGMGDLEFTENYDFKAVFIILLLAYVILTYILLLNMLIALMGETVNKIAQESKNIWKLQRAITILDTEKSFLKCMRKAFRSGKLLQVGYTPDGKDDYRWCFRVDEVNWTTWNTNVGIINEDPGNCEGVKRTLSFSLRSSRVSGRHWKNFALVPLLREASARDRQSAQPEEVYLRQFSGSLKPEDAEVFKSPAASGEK
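TRPV1-expressing cells were cultured overnight at 35.5C and loaded with Fluo-8 calcium dye for 40 to 90 min at room temperature. After a 10 s baseline, compound was added and calcium influx was read kinetically for 3 min (ex 480/em 520 nm).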
FLuc counter – counter-screen for miR-21 project: firefly luciferase inhibitors or activators; purified FLuc, Km substrates, luminescence inhibition; Potency, µM (top dose mostly 57.5 µM), without a hit: at the highest dose activity change, negative = inhibition, actives largely listed as inhibitors; 360,000 compounds, 6.9% hits; AID 588342;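 also: potency is read from the fitted curve at half-maximal effect; plate controls were vehicle for no effect and reference inhibitor for full effect; nearly all actives have a fitted effect of over 55% in size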
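Purified P. pyralis luciferase, 10 nM final, with Km-level 10 uM D-luciferin and 10 uM ATP in 50 mM Tris acetate pH 7.5, 10 mM Mg acetate, 0.01% Tween-20, 0.05% BSA; 6-point qHTS titration about 60 µM downward; luminescence read.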
ELG1 repair inh – blocks ELG1-dependent DNA repair in HEK293T cells | HEK293T ELG1-luciferase reporter, luminescence, 16 h; DNA damage induced by 5-fluorouridine | Potency, µM (top dose mostly 46.1 µM), without a hit: top-dose activity change, negative = inhibition, usual class: inhibitors | 330,000 compounds, 2.3% hits | AID 504467; also: potency is read from the fitted curve at half-maximal effect; % is scaled to controls: 0 for no effect and ±100 for the full control effect; nearly all actives have a fitted effect of over 55% in size
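Step one: seed 2,000 cells per well. Step two: pin-transfer compound or DMSO alongside 5-fluorouridine. Step three: incubate 16 hr, 37 °C, 5% CO2. Step four: add ONE-Glo, wait 30 min, read luminescence.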
Tb PFK inh – inhibitors of T. brucei phosphofructokinase; O15648; T. brucei PFK, ADP-Glo luminescence; Potency, µM (highest dose often 57.5 µM), for inactives: at the highest dose activity, negative = inhibition, hits mostly inhibitors; 330,000 compounds, 0.17% hits;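 also: potency is read from the fitted curve at half-maximal effect; 0% = uninhibited 1x PFK enzyme wells and -100% = no-enzyme wells; nearly all actives have a fitted effect of over 60% in size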
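Compounds were pin-transferred as a titration series up to 57 uM into substrate buffer (0.5 mM F6P, 0.1 mM ATP, pH 8.0), then 1.25 nM PFK was added and reactions ran 45 min before ADP-Glo detection.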
An asterisk follows results filed as active; ? = inconclusive; nt = no result given; [ ] = another dose, or the depositor's remark. Unless noted, calls follow the shape of the dose curve; as a rule, active = well fitted curve in the direction sought with a large enough effect; inconclusive = small, poorly fitted or top-dose-only effect, or another doubt; inactive = no such curve, though single readings can be large; an effect the other way counts as inactive or inconclusive. The list is partial, so the mix of outcomes need not match the whole.

Every second line gives: p53 reactivator	BRCA1 expr act	ELG1 genotoxic	NPC1 prom act	Rab9 prom act	RORgamma inh	VP16 counter	TRPV1 ag	FLuc counter	ELG1 repair inh	Tb PFK inh
> C(#CCN1CCOCC1)COC/C=C/c1ccccc1
→ 2%	5%	7%	8%	9%	?	1%	1	-8%	16%	-1%
> CC1CCCCN1Cc1cccnc1 (stereo not given)
→ 7%	0%	-4%	-1%	-2%	-1%	-12%	-2	-3%	13%	-2%
> Cc1c(C=C2C(=O)NC(=O)NC2=O)c(=O)n(-c2ccccc2)n1C
→ 0%	12%	0%	0%	-3%	-7%	7%	0	2%	5%	3%
> Cc1oc(-c2ccc(Cl)cc2)nc1CS(=O)CC(=O)N1CCC2(CC1)OCCO2 (stereo not given)
→ -3%	-1%	-6%	-3%	-5%	13%	-6%	9	3%	-23%	0%
> CCN1CCN(c2ccc(NC(C)=O)cc2Cl)CC1
→ -1%	16%	1%	0%	-4%	1%	6%	0	-2%	-4%	0%
> O=P(Nc1cccnc1)(Oc1ccccc1Cl)Oc1ccccc1Cl
→ -7%	nt	-1%	0%	0%	11%	0%	22	7%	-14%	1%
> CCOC(=O)C(O)(c1ccc(N=Cc2ccccc2O)c(C)c1)C(F)(F)F (stereo not given)
→ 4%	7%	0%	1%	-11%	9%	-14%	-4	7%	3%	1%
> CCOc1ccc(C2SCC(=O)Nc3c2c(C)nn3C2CCOC(C)(C)C2)cc1 (stereo not given)
→ -1%	-1%	-5%	0%	-1%	-18%	2%	2	-1%	7%	0%
> Cc1ccc(C)c(CN2CCC(n3nnc4cc(F)ccc43)CC2)c1
→ -8%	-14%	-5%	4%	0%	22%	-8%	?	-1%	-11%	13%
> CN(C(=O)c1ccco1)C1(c2ccccc2Cl)CCCCC1=O (stereo not given)
→ 2%	-12%	1%	6%	6%	23%	-4%	2	0%	11%	0%
> C1CCCN(C2CCNCC2)CC1
→ nt	-10%	-2%	-5%	0%	-13%[1.91 µM]	0%	4	1%	-4%	-1%
> c1ccc(-c2ccc(-c3[nH]ncc3CN3CCC(N4CCSCC4)CC3)cc2)cc1
→ 4%	40%	9%	8%	14%	19%	-5%	7	?	?	-2%
> Cc1ccccc1-n1c(O)c(/C=C2/C(c3ccccc3)=Nc3ccccc32)c(=O)[nH]c1=O
→ ?	-16%	-2%	-26%	-9%	?	-86%	-2	?	?	-5%
> CN(C)C1(c2nnnn2-c2ccc(Cl)cc2)CCCCC1
→ 1%	0%	0%	0%	-35%[inhibitor]	-24%	0%	nt	2%	-4%	-2%
> FC(F)(F)c1ccccc1CCN1CCNCC1
→ -4%	nt	0%	-6%	-4%	5%	6%	2	-3%	-3%	1%

Full records, looked up by structure. Order of screens: p53 reactivator	BRCA1 expr act	ELG1 genotoxic	NPC1 prom act	Rab9 prom act	RORgamma inh	VP16 counter	TRPV1 ag	FLuc counter	ELG1 repair inh	Tb PFK inh
Record of O=P(Nc1cccnc1)(Oc1ccccc1Cl)Oc1ccccc1Cl → -7%	nt	-1%	0%	0%	11%	0%	22	7%	-14%	1%
Record of C1CCCN(C2CCNCC2)CC1 → nt	-10%	-2%	-5%	0%	-13%[1.91 µM]	0%	4	1%	-4%	-1%
Record of Cc1ccc(C)c(CN2CCC(n3nnc4cc(F)ccc43)CC2)c1 → -8%	-14%	-5%	4%	0%	22%	-8%	?	-1%	-11%	13%
Record of CCOC(=O)C(O)(c1ccc(N=Cc2ccccc2O)c(C)c1)C(F)(F)F (stereo not given) → 4%	7%	0%	1%	-11%	9%	-14%	-4	7%	3%	1%
Record of c1ccc(-c2ccc(-c3[nH]ncc3CN3CCC(N4CCSCC4)CC3)cc2)cc1 → 4%	40%	9%	8%	14%	19%	-5%	7	?	?	-2%

Going on with the list:
Every second line gives: p53 reactivator	BRCA1 expr act	ELG1 genotoxic	NPC1 prom act	Rab9 prom act	RORgamma inh	VP16 counter	TRPV1 ag	FLuc counter	ELG1 repair inh	Tb PFK inh
> CN1CCCN(C(=O)COc2ccc(F)cc2Cl)CC1
→ ?	8%	-7%	0%	5%	2%	-5%	-4	2%	2%	-2%
> COc1ccc(Cn2c(O)c(/C=N/NC(=O)c3ccccc3)c(=O)[nH]c2=O)cc1
→ 23%	11%	3%	-1%	-3%	?	?	11	5%	15%	11%
> CCCCc1ccc(NC2=NCCCS2)cc1
→ 18%	47%	-13%	1%	0%	-19%	?	1	?	25%	-2%
> CCOC(=O)c1[nH]c(=O)c2ccccc2c1O
→ 5%	17%	4%	0%	1%	-12%	5%	4	-7%	?	-6%
> CCC1(CCc2ccncc2)C(=O)NC(=O)NC1=O
→ -1%	-31%	1%	-2%	-3%	12%	6%	0	-3%[2.3 µM]	-1%	15%
> COCCCn1c(N)c(C(=O)NCc2ccco2)c2nc3ccccc3nc21
→ -16%	-21%	-1%	-4%	-1%	17%	-8%	2	-2%	?	-5%
> CCCC/C(=N/O)c1c(C)[nH]c2ccccc12
→ -5%	-10%	-1%	-5%	-4%	20%	-16%	17	5%	-4%	2%
> CCOP(=O)(OCC)C(NC(=O)c1ccccc1)C(Cl)(Cl)Cl (stereo not given)
→ 0%	1%	-1%	-2%	-11%	1%	4%	0	15%	-2%	-4%
> CC(=O)Nc1nc(CCl)cs1
→ 0%	-25%	-1%	-4%	-7%	-7%	-11%	0	0%	0%	-4%
> CC(C)N1CCN(Cc2cccc([N+](=O)[O-])c2)CC1
→ 2%	-26%	15%	-3%	-1%	0%	-10%	-1	-1%	4%	-10%
> CC[C@@]1(O)C(=O)OCc2c1cc1n(c2=O)Cc2cc3c(NC(=O)CN)cccc3nc2-1
→ 1%	-80%	-1%	-32%[inhibitor]	-27%	-41%	-20%	-3	-1%	?	?
> COc1cc(C=C2C(=O)NC(=O)NC2=O)ccc1O
→ 15%	3%	-1%	-1%	2%	0%	-2%	-5	?	6%	13%
> CCC(C)N1C(=O)/C(=C\c2cnc(N(C)C)nc2)C(=O)NC1=S (stereo not given)
→ -2%	-44%	12%	-2%	-2%	-17%	4%	-2	?	?	11%
> COc1cccc(-n2c(=S)[nH]c3ccccc3c2=O)c1
→ 0%	8%	7%	0%	2%	4.5µM*	?	1	3%	?	0%
> CC(=O)OC1N=C(c2ccccc2)c2cc(C)ccc2NC1=O (stereo not given)
→ -2%	-30%	-1%	-2%	-1%	4%	-7%	0	7%	-5%	-3%

Every second line gives: p53 reactivator	BRCA1 expr act	ELG1 genotoxic	NPC1 prom act	Rab9 prom act	RORgamma inh	VP16 counter	TRPV1 ag	FLuc counter	ELG1 repair inh	Tb PFK inh
> CCOc1ccc(S(=O)(=O)N2CCC(C(=O)NCc3cccnc3)CC2)cc1Cl
→ 2%	-16%	-2%	-2%	-4%	-5%	0%	13	2%	-17%	0%
> Cc1c(C)c2ccc(OCC(=O)N3CCC[C@@H]3C(=O)O)c(C)c2oc1=O
→ 14%	9%	0%	-3%	0%	-10%	-3%	-4	?	2%	-1%
> O=c1[nH]c(=S)n(C2CC2)c(O)c1C=NCc1ccc(F)cc1
→ 5%	2%	0%	1%	0%	3%	3%	-1	2%	10%	2%
> COc1cc(O)cc2c1C(=O)OC(C)CCCC(=O)CCC/C=C\2 (stereo not given)
→ -8%	-27%	-19%	-1%	-9%	-1%	-2%	-1	-2%	-1%	4%
> COc1cc2c(C(=O)N3CCN(C)CC3)c(C)n(C)c2cc1Br
→ -17%	-20%	5%	0%	3%	-6%	-2%	16	-1%	-8%	-5%
> COc1ccc(C2C(C#N)=C(N)Oc3c2c(=O)oc2ccccc32)cc1Cn1cc([N+](=O)[O-])cn1 (stereo not given)
→ 4%	12%	1%	2%	3%	17%	-2%	-1	1%	3%	3%
> C=CCn1c(O)c(C(CC)=NCCc2c[nH]c3ccccc23)c(=O)[nH]c1=O
→ 3%	-43%	-5%	1%	-7%	12%	-13%	4	-1%	?	-8%
